hcGAS inh: blocks human cGAS activity. recombinant h-cGAS, ATP depletion, Kinase-Glo luminescence. Q8N884. 0.081% of 290,000 active. inhibition, % at 12.5 µM;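 further: 0% = vehicle reaction and 100% = reaction without DNA for no activity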
Target sequence (Q8N884 whole entry, looked up): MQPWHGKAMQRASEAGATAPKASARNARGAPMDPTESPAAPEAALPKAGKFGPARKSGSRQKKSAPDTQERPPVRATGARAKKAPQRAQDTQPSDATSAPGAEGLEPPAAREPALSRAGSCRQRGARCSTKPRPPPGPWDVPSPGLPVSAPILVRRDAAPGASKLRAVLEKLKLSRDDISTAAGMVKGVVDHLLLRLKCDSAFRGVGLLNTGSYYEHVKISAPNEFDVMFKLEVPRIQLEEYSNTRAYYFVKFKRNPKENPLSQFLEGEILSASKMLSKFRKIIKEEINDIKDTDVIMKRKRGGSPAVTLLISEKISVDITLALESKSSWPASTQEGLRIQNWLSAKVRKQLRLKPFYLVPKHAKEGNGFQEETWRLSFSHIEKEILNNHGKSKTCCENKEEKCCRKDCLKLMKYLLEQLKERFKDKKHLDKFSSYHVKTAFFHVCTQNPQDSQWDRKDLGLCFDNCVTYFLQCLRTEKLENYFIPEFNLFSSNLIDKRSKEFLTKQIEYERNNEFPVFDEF
mcGAS lum: mouse cGAS inhibition by luminescence. Q8C6L5. recombinant cGAS, Kinase-Glo ATP depletion luminescence. inhibition, % at 12.5 µM. 0.15% of 160,000 active. AID 1259399;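 further: 0% = negative control wells and 100% = reference inhibitor with no enzyme activity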
NPYLR7 ag: activates Aedes aegypti NPYLR7 receptor; HEK293T NPYLR7/Galpha15, GCaMP6s calcium fluorescence; activation, % at 10 µM; 0.15% of 270,000 active; AID 1259423; in the data active means activation above about 40%;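 further: 0% = vehicle and 100% = reference agonist at the receptor; some compounds past the cut are filed as inactive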
Numbers without * were called inactive; . = no result given; & = joins results of further samples. Unless noted, no stated cut-off is given here; in the data, active means inhibition above about 40%; inactive means the rest.

SMILES	hcGAS inh	mcGAS lum	NPYLR7 ag
Cc1cccc(-c2ccc(NC(=O)C3CCN(C(=O)CC4=CCCCC4)CC3)cc2)c1	-9&5	-4&-1	-5&-9
C=CCOC1C[C@](OCc2cccc(Cl)c2)(C(=O)NC(C)C)C[C@@H](O)[C@H]1O (stereo not given in full)	-5	-4	19
CCc1c(C)nc(N)nc1N1NC1=S	-8	-6	4
CC(=O)c1ccc(NC(=O)NCC(C(C)C)N2CCCC2)cc1 (stereo not given)	-8	.	7
CSCc1noc(CN2CCCC(O)(CO)CC2)n1 (stereo not given)	-3	-9	4
Cc1nc(CS(=O)(=O)c2nnc(N(C)C)s2)cs1	-9	.	12
CN1C(=O)CON=C1c1ccc2c(c1)CCO2	-8	.	11
COc1ccc(S(=O)(=O)NC[C@@H]2C=C(C)[C@H](CC(=O)NCc3ccc(C#N)cc3)C[C@H]2C(C)C)cc1	-4	-8	-8
Cc1ccc(-c2cc(NC(=O)C(C)C)n[nH]2)s1	-7	-12	2
Cc1cc(CC(C)n2cnc(-c3ccccc3)c2-c2cnn3cccnc23)n[nH]1 (stereo not given)	-1	-5	-1
Cc1ccccc1-n1ncc(C(C)NC(=O)C2=CCCCC2)c1C (stereo not given)	-4&-8	-12	7
Cc1csc(CNC(=O)c2cccc(NCc3cccnc3)c2C)n1	-4	-13	1
CCNC(=O)Cn1c(CO)cnc1SCc1ccccc1F	2	2	12
CCCNS(=O)(=O)c1cc(NC(=O)c2cccs2)ccc1Oc1cc(C(=O)O)nn1C	8	.	-10
COCCN(Cc1cccc(OS(=O)(=O)c2ccc(F)cc2)c1)C(=O)c1ccc(Br)cc1	-13	-3	-10
CC1CCN(CC2CCCN(C(=O)c3cc(Cl)ccc3-n3cnnn3)C2)CC1 (stereo not given)	-2	.	0
Cc1ccn(CC(=O)N2CCCC(N(C)Cc3ccccc3)C2)n1 (stereo not given)	-4	-10	18
Cn1cc(S(=O)(=O)N2CSCC2C(=O)N2CCSCC2)c(=O)n(C)c1=O (stereo not given)	1	.	0
Cn1ncc(NCCc2cccc3cccnc23)c(Cl)c1=O	-5	-7	6
CCOc1ccccc1-n1c(C)cn2c3c(=O)n(C(C)C(C)=O)c(=O)n(C)c3nc12 (stereo not given)	-5	.	3
CC(C)c1nc2ccc(F)cc2c2c1C(=O)N(NC(=O)Cc1c[nH]c3ccccc13)C2=O	-3	-4	-6
COc1ccc(C(C)N(C)C(=O)/C=C/c2cnn(C)c2)cc1 (stereo not given)	5	.	-6
Cc1ccc(CN(CCc2ccccc2)C(=O)CN(C(=O)c2ccc(Cl)cc2)C2CC2)o1	-4	-5	16
CCc1cc(CNC(=O)Nc2ccc(CC(=O)NC)cc2)on1	-8	-15	1
O=C(Cn1nc(-c2cccs2)c2sc(N3CCOCC3)nc2c1=O)c1ccc2ccccc2c1	-7	-8	-1
O=C(CN1CCOCC1)N1N=C(c2cccs2)CC1c1cccc(O)c1 (stereo not given)	-6	-7	6
COc1ccc(C(Cl)=C(c2ccc(OC)cc2)c2ccc(OC)cc2)cc1	0&-11	-6	-6&-1
CCCCc1nc(N2CCN(C(=O)c3ccccc3OC)CC2)c2c(-c3ccc4ccccc4c3)noc2n1	-1	-5	16
Cc1cccc(NC(=O)C(=O)Nc2ccc3c(c2)N(S(=O)(=O)c2cccs2)CCC3)c1C	-9	.	11
Cc1ccccc1Cn1ccc(NC(=O)c2nc3ncccn3n2)n1	-5	-8	3
COc1cccc(C2C(C(=O)c3cccs3)=C(O)C(=O)N2CCCN2CCOCC2)c1 (stereo not given)	5	0	-1
C=C(C)Cn1c(C(=O)N2CCN(C(=O)Cc3ccc(OC)cc3)C(C)C2)cc2ccoc21 (stereo not given)	-4	-7	-1
Cc1cc(C)n(-c2ccc(N3CCN(S(=O)(=O)c4ccc(C)c(C)c4)CC3)nn2)n1	-4	-8	-7
C=CC#Cc1ccc(-c2ccc(C)s2)s1	-4	0	-7
O=CN1CCN(C2CC(=O)N(c3ccc(F)cc3)C2=O)CC1 (stereo not given)	-2	-1	0
CN1C(=O)N(Cc2ccc3ccccc3c2)C(=O)C12CCN(Cc1ccncc1)CC2	0	-15	12
O=C(Nc1ccc(Cl)c(Cl)c1)Nc1ccc(I)cc1F	-4	.	-1
CN(CCc1cnn(C)c1)C(=O)c1coc(COc2cccc(C(F)(F)F)c2)n1	-2	.	2
COc1ccc(-n2c(SCc3ccc(C(=O)NCc4ccncc4)cc3)nnc2-c2ccco2)cc1	3	1	3
O=C1c2ccccc2NC2(CCN(S(=O)(=O)c3ccc4c(c3)CCO4)CC2)N1CCO	0	.	0
O=C(CSc1nc2c(c(=O)[nH]1)CCC2)N1CCCC1	-3	-4	3
COc1ccc(-c2n[nH]c(=S)n2CC(=O)N2CCN(c3cccc(C)c3C)CC2)cc1	-9	.	6
OC[C@@H]1C[C@@H]2O[C@H]1[C@H]1CN(C3Cc4ccccc4C3)C[C@H]1[C@H]2O	-4	0	8
CCOc1cc(/C=C2\C(=N)N3N=CSC3=NC2=O)cc(Br)c1OC(=O)c1ccccc1	2	.	74*
COc1ccccc1C1(c2nnc(CC3CCCCC3)o2)CCOCC1	-6	.	9
Cc1cc(SCC(=O)N2CCCCCC2)nc(=O)[nH]1	-1	-2	-1
c1ccc2c(c1)nc(Nc1ccc3c(c1)OCO3)c1nnnn12	5	.	3
COc1ccc(C2CC(c3ccc(Br)s3)=Nc3nnnn32)cc1OC (stereo not given)	3	.	23
CC(C)N(CC(=O)N(CCc1c[nH]c2ccccc12)Cc1ccc(N(C)C)cc1)C(=O)c1cccc(Br)c1	-12	-5	.
CCc1nc2c(N3C[C@@H](CN4CCOCC4)[C@@H](CO)C3)ncnc2o1	-4	-1	.
O=C(NC12CC3CC(CC(C3)C1)C2)c1cc2c(cc1Cl)N1CCCCCC1=NS2(=O)=O	-3	.	-11
Cc1ccc(-n2nnc3c(=O)n(CC(N)=O)cnc32)cc1Cl	0	-5	-4
Cc1ccc(-n2nc(CCCN)c(C#N)c2N)cc1	-4	.	0
C[C@H]1O[C@H](O[C@@H]2[C@@H](O[C@H]3CC[C@@]4(C)C(CC[C@]5(C)C4CC=C4[C@@H]6CC(C)(C)CC[C@]6(C(=O)O)CC[C@]45C)[C@]3(C)CO)OC[C@@H](O)[C@H]2O)[C@@H](O)[C@H](O)[C@@H]1O (stereo not given in full)	1	.	53*
CCSc1nnc(N)s1	4	.	2
CC(C)N(Cc1ccc(N(C)C)cc1)C(=O)NCC(F)(F)F	-7	.	-2
Cc1ccc(NC(C)C(=O)NCCc2cccs2)cc1C(N)=O (stereo not given)	-7	.	1
COC(=O)c1sccc1S(=O)(=O)Nc1cc(C)ccc1F	-2	-4	-1
CCc1nc2ccc(C(=O)N(C)Cc3ccco3)cn2c1N(C)Cc1ccncc1	-6	-2	2
CCSc1nnc(N=Cc2nc(-c3ccc(Cl)cc3)oc2O)s1	-6	-5	-10

In another format: 27 of the compounds above.
SMILES | hcGAS inh | mcGAS lum | NPYLR7 ag
Cc1cc(C)n(-c2ccc(N3CCN(S(=O)(=O)c4ccc(C)c(C)c4)CC3)nn2)n1 | -4 | -8 | -7
C=CC#Cc1ccc(-c2ccc(C)s2)s1 | -4 | 0 | -7
O=CN1CCN(C2CC(=O)N(c3ccc(F)cc3)C2=O)CC1 (stereo not given) | -2 | -1 | 0
CN1C(=O)N(Cc2ccc3ccccc3c2)C(=O)C12CCN(Cc1ccncc1)CC2 | 0 | -15 | 12
O=C(Nc1ccc(Cl)c(Cl)c1)Nc1ccc(I)cc1F | -4 | . | -1
CN(CCc1cnn(C)c1)C(=O)c1coc(COc2cccc(C(F)(F)F)c2)n1 | -2 | . | 2
COc1ccc(-n2c(SCc3ccc(C(=O)NCc4ccncc4)cc3)nnc2-c2ccco2)cc1 | 3 | 1 | 3
O=C1c2ccccc2NC2(CCN(S(=O)(=O)c3ccc4c(c3)CCO4)CC2)N1CCO | 0 | . | 0
O=C(CSc1nc2c(c(=O)[nH]1)CCC2)N1CCCC1 | -3 | -4 | 3
COc1ccc(-c2n[nH]c(=S)n2CC(=O)N2CCN(c3cccc(C)c3C)CC2)cc1 | -9 | . | 6
OC[C@@H]1C[C@@H]2O[C@H]1[C@H]1CN(C3Cc4ccccc4C3)C[C@H]1[C@H]2O | -4 | 0 | 8
CCOc1cc(/C=C2\C(=N)N3N=CSC3=NC2=O)cc(Br)c1OC(=O)c1ccccc1 | 2 | . | 74*
COc1ccccc1C1(c2nnc(CC3CCCCC3)o2)CCOCC1 | -6 | . | 9
Cc1cc(SCC(=O)N2CCCCCC2)nc(=O)[nH]1 | -1 | -2 | -1
c1ccc2c(c1)nc(Nc1ccc3c(c1)OCO3)c1nnnn12 | 5 | . | 3
COc1ccc(C2CC(c3ccc(Br)s3)=Nc3nnnn32)cc1OC (stereo not given) | 3 | . | 23
CC(C)N(CC(=O)N(CCc1c[nH]c2ccccc12)Cc1ccc(N(C)C)cc1)C(=O)c1cccc(Br)c1 | -12 | -5 | .
CCc1nc2c(N3C[C@@H](CN4CCOCC4)[C@@H](CO)C3)ncnc2o1 | -4 | -1 | .
O=C(NC12CC3CC(CC(C3)C1)C2)c1cc2c(cc1Cl)N1CCCCCC1=NS2(=O)=O | -3 | . | -11
Cc1ccc(-n2nnc3c(=O)n(CC(N)=O)cnc32)cc1Cl | 0 | -5 | -4
Cc1ccc(-n2nc(CCCN)c(C#N)c2N)cc1 | -4 | . | 0
C[C@H]1O[C@H](O[C@@H]2[C@@H](O[C@H]3CC[C@@]4(C)C(CC[C@]5(C)C4CC=C4[C@@H]6CC(C)(C)CC[C@]6(C(=O)O)CC[C@]45C)[C@]3(C)CO)OC[C@@H](O)[C@H]2O)[C@@H](O)[C@H](O)[C@@H]1O (stereo not given in full) | 1 | . | 53*
CCSc1nnc(N)s1 | 4 | . | 2
CC(C)N(Cc1ccc(N(C)C)cc1)C(=O)NCC(F)(F)F | -7 | . | -2
Cc1ccc(NC(C)C(=O)NCCc2cccs2)cc1C(N)=O (stereo not given) | -7 | . | 1
COC(=O)c1sccc1S(=O)(=O)Nc1cc(C)ccc1F | -2 | -4 | -1
CCc1nc2ccc(C(=O)N(C)Cc3ccco3)cn2c1N(C)Cc1ccncc1 | -6 | -2 | 2

Following part.
SMILES	hcGAS inh	mcGAS lum	NPYLR7 ag
CCC1=NOC(O)(CC)C12CC2 (stereo not given)	-8	.	2
Cc1cc(NCC(=O)NC2(C#N)CCCCC2)ccc1-n1cnnn1	-10	.	-1
COC(=O)NNc1ncnc(N)c1[N+](=O)[O-]	-3	-2	17
Nc1nnc(CC(=O)N2CCO[C@@H]3CCCC[C@H]32)s1	-2	-6	4
CC1(NC(=O)/C=C/c2ccc(-c3ccc(Cl)cc3)s2)CCS(=O)(=O)C1 (stereo not given)	-11	.	6
CN(Cc1ccc(Cl)s1)S(=O)(=O)c1ccc(Cl)s1	-2	.	2
CCc1ccccc1NC(=O)CCNC1CCSC1 (stereo not given)	-6	-13	-2
Cc1ccccc1C(NC(=O)C1CCN(Cc2ccccc2)CC1)c1ncccc1C (stereo not given)	-5	-3	11
COc1ccccc1CNc1c(C#N)cnc2ccc(Cl)cc12	0	1	-3
CCn1nnc2c(NCCc3ccc(OC)cc3)ncnc21	8	-3	-2
CC(=O)NCCc1ccc(C(=O)N2CCN(C)CC2C)cc1 (stereo not given)	4&-7	-6	3&2
NS(=O)(=O)c1ccc(S(=O)(=O)Nc2ccc(F)c(Cl)c2)cc1	-12	.	0
O=C(NC1CCN(c2ccccc2C(=O)NCc2cccc(C(F)(F)F)c2)CC1)c1ccc(F)cc1F	-3	-3	-14
COCCN1CCCC(c2[nH]ccc2C(=O)N2CCSCC2)C1 (stereo not given)	-15	-8	.
COC(=O)c1ccc(S(=O)(=O)N2CCC(Oc3nc4ccccc4s3)CC2)cc1	-15	.	0
CC(C)Cn1c(N/N=C\c2ccccc2)nc2c1c(=O)n(C)c(=O)n2C	-9	.	2
CC1(C(=O)N2CCN(Cc3ccc(-c4noc(-c5cccc(C(F)(F)F)c5)n4)cc3)CC2)CC1	-11	-7	.
COc1ccc(CN(CCc2c[nH]c3ccccc23)C(=O)CN(CC(C)C)C(=O)CSc2ccccc2)cc1OC	-1	-5	16
Cc1cc(C=C2SC(=Nc3ccc(Cl)cc3)NC2=O)c(C)n1-c1ccc(S(N)(=O)=O)cc1	2	1	-1
NC(=O)c1ccc(C(=O)N2CCCC2c2ccc(Br)cc2)s1 (stereo not given)	-3	.	9

Quoted at random: two compounds from above
SMILES	hcGAS inh	mcGAS lum	NPYLR7 ag
CC(C)Cn1c(N/N=C\c2ccccc2)nc2c1c(=O)n(C)c(=O)n2C	-9	.	2
Cc1ccccc1C(NC(=O)C1CCN(Cc2ccccc2)CC1)c1ncccc1C (stereo not given)	-5	-3	11

The results go on.
SMILES	hcGAS inh	mcGAS lum	NPYLR7 ag
Cc1nc(SC(C)C(=O)N2CC(C)CC(C)C2)sc1CC(N)=O (stereo not given)	-9	-15	5
Cc1cnc(-n2cnnc2)c(-c2ccc(C(C)N3CCOCC3)cc2)c1 (stereo not given)	-3	-20	1
COC(=O)c1ccc(Nc2nnc(C(C)(C)C)c(=O)[nH]2)cc1	-8	.	0
O=C(NCC1CCCO1)C1CCCN(S(=O)(=O)N2CCCCCC2)C1 (stereo not given)	-7	.	8
